Source: PubChem
All columns: NCI-60 one-dose screen, growth in % after 48 h at 10 µM unless noted; 100 = growth as untreated, 0 = no growth, -100 = all killed.
MDA-MB-468: MDA-MB-468 breast cancer. 78,000 tested, 8.5% active. AID 2202374
LOX IMVI: LOX IMVI melanoma; 79,000 tested, 7.4% active
MCF7: MCF7 breast cancer; 82,000 tested, 6.3% active; AID 1794796
MDA-MB-231: MDA-MB-231 breast cancer | AID 1794789 | 81,000 tested, 5% active
T-47D: T-47D breast cancer | 79,000 tested, 5% active
MALME-3M: MALME-3M melanoma. 78,000 tested, 5.8% active
BT-549: BT-549 breast cancer | 78,000 tested, 4.4% active | AID 1794793
HS 578T: HS 578T breast cancer; AID 1794788; 78,000 tested, 4.1% active
The depositor's hits bear a star; . = not tested or not shown; & = joins results of further samples. Rule for the calls: active = growth percent below 10; inactive = the rest.

SMILES	MDA-MB-468	LOX IMVI	MCF7	MDA-MB-231	T-47D	MALME-3M	BT-549	HS 578T
COc1ccc(S(=O)(=O)N2CCCCC2)cc1NC(=O)c1[nH]c(C)c2c1CCCCC2=O	-2.2*	-57*	12	29	15	45	50	15
O=C1CCSC2=NCCN12	106	97	109	99	107	129	111	112
N=C(N)c1ccc(-c2ccc(-c3c[nH]c(=O)[nH]c3=O)o2)nc1	98	104	98	95	103	100	108	93
COC(=O)N1CCCC1	92	110	92	112	117	111	104	119
Cc1nn(-c2ccccc2)c(Oc2ccccc2)c1-c1nc2ccccc2[nH]1	92	88	96	87	75	94	96	.
Cc1nc(-c2cc3ccccc3oc2=O)ccc1C(=O)/C=C/c1ccc([N+](=O)[O-])cc1	101	75	71	103	106	97	106	101
Nc1nc(O)c(/C=C2/C(C(=O)O)=Nc3ccc(Cl)cc32)s1	106	98	97	103	109	89	103	91
OCCNc1nc(Nc2ccc(Cl)cc2)nc(Nc2ccc(C3=NN(c4cc(Cl)cc(Cl)c4)C(c4ccc(Cl)cc4)C3)cc2)n1 (stereo unspecified)	110	99	91	85	101	95	97	64
Cc1ccc(/C=C2/C3=C(C4CCC2N4C)[C@@H](c2ccc(C)cc2)C(C#N)=C(N)O3)cc1 (stereo partly specified)	84	97	80	105	63	97	86	93
O=C(NCc1ccccc1)C(c1ccccc1)c1ccccc1	106	95	102	103	86	92	98	105
COc1cc(O)c(O)c2ccc3cc(O)c(O)cc3c12	101	101	91	105	80	102	96	93
C1COC(C2OCCO2)C1 (stereo unspecified)	100	99	107	107	100	112	105	112
Cc1ccc(/C=C/C(=O)c2c(O)c3ccccc3oc2=O)cc1	97	93	88	104	73	109	90	.
CC(C)CSc1nc(NCCc2c[nH]c3ccccc23)c(C#N)c(-c2ccc(Cl)cc2)n1	54	23	16	48	32	82	84	52
COc1ccc2c(c1)CC/C(=C\c1cccnc1OC)C2=O	90	93	98	105	85	106	107	122
Cn1c(=O)c2c(nc(NC(=S)N=Nc3c(O)[nH]c4ccccc34)n2Cc2ccccc2)n(C)c1=O	88	61	72	72	65	64	87	96
N#C[C@]1(CCCC2CC3C=CC2C3)CC2C=CC1C2 (stereo partly specified)	110	110	95	107	107	125	102	111
Cc1ccc(-n2cnn3c(=O)c4c5c(sc4nc23)CN(C)CC5)cc1	106	98	93	104	88	95	106	119
CN(c1ccc(C2=NCCN2)cc1)S(=O)(=O)c1cccc2c(S(=O)(=O)N(C)c3ccc(C4=NCCN4)cc3)cccc12	100	95	97	110	103	111	.	96
CCCCCCCCCCCCCC(=O)OCCOC(=O)CCCCCCCCCCCCC	109	96	101	121	103	97	112	116

The closing 2 entries of the part before are carried over, then new ones follow:
SMILES	MDA-MB-468	LOX IMVI	MCF7	MDA-MB-231	T-47D	MALME-3M	BT-549	HS 578T
CN(c1ccc(C2=NCCN2)cc1)S(=O)(=O)c1cccc2c(S(=O)(=O)N(C)c3ccc(C4=NCCN4)cc3)cccc12	100	95	97	110	103	111	.	96
CCCCCCCCCCCCCC(=O)OCCOC(=O)CCCCCCCCCCCCC	109	96	101	121	103	97	112	116
CCNC(=O)c1onc(-c2ccccc2)c1-c1cc(OC)c2c(c1OC)OCO2	112	98	100	98	.	95	99	95
N#Cc1cnc(C(N)=O)s1	93	93	98	118	102	105	94	100
COc1ccc(C2N(c3ccc(Br)cc3)N=C(C(C)=O)N2[C@H]2[C@H](OC(C)=O)O[C@H](COC(C)=O)[C@@H](OC(C)=O)[C@@H]2OC(C)=O)cc1 (stereo partly specified)	73	71	63	72	53	93	91	63
O=[N+]([O-])c1ccc2c(Cl)[nH]nc2c1	102	93	93	77	108	102	106	101
Cc1ccccc1OCC(O)CN1CCCCC1 (stereo unspecified)	104	103	98	104	115	120	127	100
CCCCOC(=O)Cc1ccc(OC)cc1	101	102	92	108	99	107	111	100
CNC(=O)c1cc(Oc2ccc3c(c2)sc2nc(-c4ccc(NC(=O)Nc5ccc(Cl)c(C(F)(F)F)c5)cc4)cn23)ccn1	94	76	83	77	19	84	76	72
O=C(Oc1ccccc1)N1CCCCC1	105	102	98	111	107	107	103	98
COc1cc(/C=C2/SC(=O)N(CC(=O)N3CCN(c4cc5c(cc4F)c(=O)c(C(=O)O)cn5C4CC4)CC3)C2=O)cc(OC)c1OC	108	93	96	100	94	95	95	97
COC(=O)[C@H](Cc1ccccc1)NC(=O)[C@]12CCC(C)(C)C[C@H]1C1=CC[C@@H]3[C@@]4(C)Cc5c([nH]c6ccccc56)C(C)(C)[C@@H]4CC[C@@]3(C)[C@]1(C)CC2	109	99	93	102	89	103	108	98
O=C1CN2C(c3ccc(Cl)cc3)=CSC2=N1	106	99	91	102	92	99	89	111
CCOC(=O)/C(C#N)=C/c1ccccc1Br	104	100	97	110	105	110	106	110
O=C(Nc1ccc(-c2nc(-c3cccc(OCCN4CCOCC4)c3)c(-c3ccnc(Br)c3)[nH]2)cc1)c1ccccc1	-6.3*	-59*	-46*	29	28	-21*	45	-41*
CN(C)C(=O)C(c1ccccc1)C(O)c1ccccc1 (stereo unspecified)	101	93	107	108	102	97	.	97
O=[N+]([O-])c1ccc(Oc2ccc(-c3ccccc3)cc2)c([N+](=O)[O-])c1	90	74	92	94	84	88	71	132
NC(=S)N/N=C/c1cc(-c2cccc(N)c2)ccn1	-12*	16	22	58	11	16	55	38
N#CC1C(C#N)C(C(=O)c2ccc(Br)cc2)N2c3ccccc3C=CC12 (stereo unspecified)	-7.4*	79	13	58	49	67	93	78
CC(O)c1ccc(Sc2ccccc2)cc1 (stereo unspecified)	.	97	95	97	103	86	93	107
Cn1c(=O)[nH]c(-c2cccc([N+](=O)[O-])c2)c(C#N)c1=O	101	92	94	95	96	96	101	106
CC(=O)Nc1ccc(S(=O)(=O)CCc2cc[n+](C(C)C)cc2)cc1	113	102	89	105	67	97	100	104

Reprinted at random: 2 records from the list.
SMILES	MDA-MB-468	LOX IMVI	MCF7	MDA-MB-231	T-47D	MALME-3M	BT-549	HS 578T
O=C1CN2C(c3ccc(Cl)cc3)=CSC2=N1	106	99	91	102	92	99	89	111
CC(=O)Nc1ccc(S(=O)(=O)CCc2cc[n+](C(C)C)cc2)cc1	113	102	89	105	67	97	100	104

Other results
SMILES	MDA-MB-468	LOX IMVI	MCF7	MDA-MB-231	T-47D	MALME-3M	BT-549	HS 578T
O=C(CCN1CCCCC1)c1ccc(-c2ccccc2)cc1	87	85	73	114	87	99	.	105
Clc1ccc(C(c2ccccc2Cl)C(Cl)Cl)cc1 (stereo unspecified)	106	99	104	101	92	96	79	95
NNc1ccc(S(=O)(=O)O)cc1Cl	113	101	98	107	113	104	91	125
Nc1c(C(=O)Nc2ccccc2)oc2ncc(Cl)cc12	72	93	81	91	86	103	108	.
CC1(C)OC2=C(CC1S(=O)(=O)O)C(=O)C(=O)c1ccccc12 (stereo unspecified)	99	78	102	115	97	132	111	148
O=C(NC1CCS(=O)(=O)C1)c1ccc(C(=O)c2ccccc2)cc1 (stereo unspecified)	.	96	105	124	107	108	121	34
Cc1ccc(NC(=O)/N=c2\oc3ccccc3cc2-c2cc3ccccc3[nH]2)cc1	109	.	64	77	70	90	98	91
CCOC(=O)C(NC(=O)c1ccccc1)C(C)(C)SCc1ccccc1 (stereo unspecified)	96	86	100	85	76	94	95	102
COc1cc(C2CC(=O)Nc3c2cnn3Cc2ccco2)cc2c1OCCO2 (stereo unspecified)	74	.	54	101	89	102	88	84
COc1ccc(-c2cc(-c3cc(OC)c(OC)c(OC)c3)c(C#N)c(=O)n2Cc2ccc(C(=O)Nc3ccccc3N)cc2)cc1	98	95	78	77	66	104	96	85
C=CCn1cccc1/C=C1\SC(=S)NC1=S	112	91	77	95	96	92	89	55
CC(C)(C)c1cc(C(=O)Nc2ccccc2C(=O)NCCN)cc(C(C)(C)C)c1	-77*	-99*	-63*	-69*	-15*	48	99	75
Oc1cccc(/C=N/Nc2ccc3nnc(-c4ccccc4)n3n2)c1	41	48	49	82	41	69	47	74
NS(=O)(=O)c1ccc(C(=O)NNC(=O)Nc2nc3ccccc3s2)cc1	100	91	76	88	78	99	90	88
CC(C)[C@@H](C(=O)O)N1C(=O)c2ccccc2C1=O	109	103	96	100	68	99	101	110
Cc1ncccc1CNc1nc2ccc(OC/C(=C\F)CN)cc2o1	100	98	90	97	102	98	108	99
CCc1ccccc1-n1[nH]c(C)c(C=N)c1=O	90	99	94	106	126	94	108	99
Clc1ccc(-c2cn3cc(Cc4ccc(Cl)cc4Cl)sc3n2)cc1	93	63	72	83	69	95	127	95
O=c1oc(-c2ccc(Cl)cc2[N+](=O)[O-])nc2ccccc12	113	93	97	111	91	98	101	94
CN(C)c1ccc(/C=c2\s/c(=C\C(=O)C(C)(C)C)[nH]c2=O)cc1	109	87	87	118	81	94	97	103
C=C1CC[C@@H]2[C@](C)(C=O)[C@@H](O)CC[C@@]2(C)[C@@H]1COc1ccc2ccc(=O)oc2c1	100	62	88	89	81	97	90	100
CCOC(=O)c1nnc2cc(-c3ccccc3)nn2c1C	98	89	98	113	99	113	126	105
CCOC(=O)C1=C(C)N2C(=NC3=C(CCC/C3=C\c3ccc(OC)cc3)C2c2ccc(OC)cc2)S1 (stereo unspecified)	85	102	78	106	85	83	102	92
COc1ccc(NCc2cccn2Cc2ccccc2)cc1	97	109	97	99	103	106	96	108
CC(C)=CCC[C@](C)(O)[C@H]1CC[C@]2(C)[C@@H]1CC[C@@H]1[C@@]3(C)C/C(=C/c4ccccc4)C(=O)C(C)(C)[C@@H]3CC[C@]12C	95	93	95	86	87	79	100	91
COc1ccc(C(=O)C(NCCO)c2ccccc2)cc1 (stereo unspecified)	88	100	98	95	99	112	101	95
CCCCCCCCCCCCCCCC[N+]1(C)CCN(SN2CC[N+](C)(CCCCCCCCCCCCCCCC)CC2)CC1	52	34	77	54	102	78	88	88
Cn1cc(-c2csc(-c3cn(CCN)c4ccc(F)cc34)n2)c2cccnc21	20	60	36	60	19	87	89	78
CN1CCC(=C2c3ccccc3CCc3cccnc32)CC1	111	106	99	108	121	98	93	104
Cc1nc(N2N=C(c3ccc(Cl)cc3)CC2c2cccnc2)sc1/C=C/c1ccc(Cl)cc1 (stereo unspecified)	124	100	91	104	90	111	96	112
COc1ccc(NC(=O)CSc2nnc(Cn3c(C(F)(F)F)nc4ccccc43)o2)cc1	104	69	102	92	89	101	71	105
CCC(C)(C)CO	94	104	98	103	92	96	92	.
CCn1cc(-c2ccnc(NCCNS(=O)(=O)c3ccc(Br)cc3)c2)c(-c2cccc(OC)c2)n1	61	94	.	81	16	71	100	79
N/N=C/c1cn(-c2ccc(C(=O)O)cc2)nc1-c1ccccc1	128	88	82	98	83	93	91	106
Cn1ncc2c(=O)nc3c(C#N)n[nH]n3c21	95	99	80	104	92	94	81	101
COC(=O)c1ccccc1N=CCC(C)CCCC(C)(C)O (stereo unspecified)	97	89	95	116	91	106	100	.
NC[C@@H]1CCN(c2cc3c(cc2F)c(=O)n(N)c(=O)n3Cc2ccc3ccccc3c2)C1	63	86	72	86	72	132	91	83
Cc1ccc(S(=O)(=O)NCCNc2cc(-c3cn(C(C)(C)C)nc3-c3cccc(F)c3)ccn2)cc1	.	94	75	88	57	107	80	96
O=C(/C=C/c1c[nH]c2ccccc12)c1cc2ccccc2oc1=O	60	81	46	90	88	82	74	104
Cc1cccc(/C=N\OCCc2ccccc2)n1	110&105	104&108	102&109	112&125	115&112	110&112	96&112	111&140

In the list so far, three contain a tert-butyl group:
SMILES	MDA-MB-468	LOX IMVI	MCF7	MDA-MB-231	T-47D	MALME-3M	BT-549	HS 578T
CC(C)(C)c1cc(C(=O)Nc2ccccc2C(=O)NCCN)cc(C(C)(C)C)c1	-77*	-99*	-63*	-69*	-15*	48	99	75
CN(C)c1ccc(/C=c2\s/c(=C\C(=O)C(C)(C)C)[nH]c2=O)cc1	109	87	87	118	81	94	97	103
Cc1ccc(S(=O)(=O)NCCNc2cc(-c3cn(C(C)(C)C)nc3-c3cccc(F)c3)ccn2)cc1	.	94	75	88	57	107	80	96

Carrying on.
SMILES	MDA-MB-468	LOX IMVI	MCF7	MDA-MB-231	T-47D	MALME-3M	BT-549	HS 578T
COc1cccc(-c2c(C#N)c(-c3cccs3)nc3c2c(-c2ccccc2)nn3-c2ccccc2)c1	107	106	100	101	93	100	111	123
COc1ccc(C(=O)C[N+]23CN4CN(CN(C4)C2)C3)cc1	101	104	94	98	93	114	96	105
O=C(CN1C=NC2C(N3CCOCC3)=NC=NC21)c1cccc2ccccc12 (stereo unspecified)	86	92	89	88	91	114	109	102
Clc1ccc2[nH]cc(-c3nn4cc(-c5cccnc5)nc4s3)c2c1	98	123	72	72	72	91	110	94
COc1ccc2c(c1OC)C(=O)OC2C1c2c(c(COC(=O)C(Cc3c[nH]c4ccccc34)NC(=O)OC(C)(C)C)c3c(c2OC)OCO3)CCN1C (stereo unspecified)	.	93	67	98	97	103	88	110
CN1C(=O)N(C)C2Nn3c(s/c(=C\c4cccnc4)c3=O)=NC21 (stereo unspecified)	85	99	105	92	98	91	101	97
O=c1onc(-c2cc3ccccc3nc2Cl)n1-c1ccc(Br)cc1	96	83	81	61	46	84	81	58
CCn1c(CSc2nc3ccccc3c(=O)n2CCc2ccccc2)n[nH]c1=S	86	74	84	83	73	97	72	91

Individual results from above.
Under MDA-MB-468, O=C(CN1C=NC2C(N3CCOCC3)=NC=NC21)c1cccc2ccccc12 (stereo unspecified) has 86
Under T-47D, O=c1onc(-c2cc3ccccc3nc2Cl)n1-c1ccc(Br)cc1 has 46
Under MDA-MB-231, COc1ccc2c(c1OC)C(=O)OC2C1c2c(c(COC(=O)C(Cc3c[nH]c4ccccc34)NC(=O)OC(C)(C)C)c3c(c2OC)OCO3)CCN1C (stereo unspecified) has 98
Under MDA-MB-231, CCn1c(CSc2nc3ccccc3c(=O)n2CCc2ccccc2)n[nH]c1=S has 83
Under T-47D, COc1cccc(-c2c(C#N)c(-c3cccs3)nc3c2c(-c2ccccc2)nn3-c2ccccc2)c1 has 93
